Screens deposited in PubChem BioAssay by National Center for Advancing Translational Sciences (NCATS).
Shiga toxin inh: inhibitors of Shiga toxin in Vero cells. 290,000 compounds, 9.2% hits. AID 2315. inhibition, % at 38.7 µM. Vero cells, Shiga toxin protein synthesis inhibition reporter; in the data active means inhibition mostly above about 28%, no sharp cut-off; inactive means mostly below about 43%; further: 0% is about no effect
Cycloheximide cs: counter-screen for Shiga toxin inhibitors: cycloheximide protein synthesis inhibition | 300,000 compounds, 12% hits | max response, % | AID 2314 | cell reporter, cycloheximide protein synthesis inhibition counterscreen; in the data active means max response mostly above about 13%, no sharp cut-off; inactive means mostly below about 14%; further: read at 38.3 µM for the half of the compounds with a filed dose; 0% is about no effect
Pf growth 48h: inhibits P. falciparum growth in the first generation, 48 h | P. falciparum luciferase growth in erythrocytes, 48 h | Potency, µM (doses to about 28.7 µM), for inactives: top-dose activity change, negative = inhibition, most hits filed as inhibitors | 310,000 compounds, 5.9% hits; further: potency means the concentration at half of the fitted maximal effect; on the % scale 0 is the no-effect control and ±100 the full control effect
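Parasite viability was followed by luminescence of a genomically integrated firefly luciferase. Cultures held 0.1% parasitemia at 2% hematocrit (final), incubated under 5% CO2 at 37 C.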
TbPYK inhibitor: T. brucei pyruvate kinase inhibition. 410,000 compounds, 0.12% hits. TbPYK enzyme, Kinase-Glo Plus ATP luminescence, 45 min. Potency, µM (top dose mostly 76.8 µM), for the others: at the highest dose activity, negative = inhibition, usual class: inhibitors; further: potency means the concentration at half of the fitted maximal effect; on the % scale 0 is the no-effect control and ±100 the full control effect; nearly all actives have a fitted effect of over 50% in size
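Luminescent Kinase-Glo Plus end-point after 45 min room-temperature reaction of T. brucei pyruvate kinase started with 130 uM ADP (final). Buffer TEA 50 mM pH 7.2 with KCl, MgCl2, BSA, Tween-20; titration-based qHTS with fitted concentration-effect curves.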
Pf growth 96h: P. falciparum growth inhibition at 96 hour, primary screen for plastid delayed-death inhibitors | P. falciparum luciferase reporter growth, 96 h | Potency, µM (top dose mostly 28.7 µM), for the others: top-dose activity change, negative = inhibition, hits mostly inhibitors | 320,000 compounds, 6.9% hits | AID 504834; further: potency means the concentration at half of the fitted maximal effect; on the % scale 0 is the no-effect control and ±100 the full control effect
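P. falciparum expressing integrated firefly luciferase grown in erythrocytes (2% hematocrit, 0.05% parasitemia final) with compounds for 96 hours at 37 C, 5% CO2. Growth inhibition read as loss of luminescence after adding luciferase detection reagent.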
AmpC inh no detg: inhibitors of E. coli AmpC beta-lactamase without detergent; P00811; AmpC nitrocefin hydrolysis, absorbance 480 nm, 0.0001% Triton; Potency, µM (doses to about 57.1 µM), for the others: top-dose activity change, negative = inhibition, usual class: inhibitors; 330,000 compounds, 0.52% hits; AID 485341;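 further: potency means the concentration at half of the fitted maximal effect; plate controls were no compound for no effect and no enzyme for full effect; nearly all actives have a fitted effect of over 20% in size; some results filed as inactive show a strong effect at the top dose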
Target sequence (P00811 whole entry, looked up): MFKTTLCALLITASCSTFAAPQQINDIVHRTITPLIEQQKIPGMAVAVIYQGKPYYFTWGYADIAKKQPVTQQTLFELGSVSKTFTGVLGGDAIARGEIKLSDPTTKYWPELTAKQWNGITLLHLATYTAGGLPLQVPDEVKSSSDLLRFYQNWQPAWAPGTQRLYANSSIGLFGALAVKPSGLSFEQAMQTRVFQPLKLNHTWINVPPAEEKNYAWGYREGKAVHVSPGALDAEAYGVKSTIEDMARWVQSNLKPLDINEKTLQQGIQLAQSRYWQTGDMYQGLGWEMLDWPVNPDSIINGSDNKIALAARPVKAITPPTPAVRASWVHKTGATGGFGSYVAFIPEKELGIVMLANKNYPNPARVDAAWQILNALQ
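20 mM phosphate pH 7.0 + 0.01% (detergent screen) or 0.0001% Triton X-100; 5.3 nM AmpC reagent; cpd preinc 15 min RT; nitrocefin (800 uM stock) to start; A480 q20 s × 4 min; Activity was normalised to no-enzyme and no-compound control wells.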
LmPK inhibitor: inhibitors of Leishmania mexicana pyruvate kinase; Q27686; AID 1721; Potency, µM (top dose mostly 57.5 µM), for inactives: top-dose activity change, negative = inhibition, most hits filed as inhibitors; purified LmPK, Kinase-Glo ATP luminescence, 1 h; 290,000 compounds, 0.37% hits; further: potency means the concentration at half of the fitted maximal effect; on the % scale 0 is the no-effect control and ±100 the full control effect
Target sequence (Q27686 whole entry, looked up): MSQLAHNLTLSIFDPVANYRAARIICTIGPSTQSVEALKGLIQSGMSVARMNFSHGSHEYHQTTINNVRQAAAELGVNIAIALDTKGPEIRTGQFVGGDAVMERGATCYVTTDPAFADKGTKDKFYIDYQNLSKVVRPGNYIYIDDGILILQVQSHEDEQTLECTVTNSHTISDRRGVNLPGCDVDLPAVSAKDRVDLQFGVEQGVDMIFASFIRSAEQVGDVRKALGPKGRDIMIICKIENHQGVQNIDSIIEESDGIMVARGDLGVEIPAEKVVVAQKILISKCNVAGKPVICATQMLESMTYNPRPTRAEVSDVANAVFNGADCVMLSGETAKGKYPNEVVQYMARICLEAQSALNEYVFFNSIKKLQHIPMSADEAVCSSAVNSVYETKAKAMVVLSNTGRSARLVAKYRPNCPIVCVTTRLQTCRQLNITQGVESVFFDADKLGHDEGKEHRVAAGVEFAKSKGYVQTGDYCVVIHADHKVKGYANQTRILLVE
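0.1 nM LmPK, 0.5 mM PEP, 0.1 mM ADP; 50 mM imidazole pH 7.2, 7 mM MgCl2, 50 mM KCl; 1 h RT. Kinase-Glo luminescence readout, normalized to no-enzyme (full inhibition) and uninhibited wells.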
* = called active by the depositor; u = inconclusive; x = not tested or not shown; [ ] = remark or other dose. Unless noted, the call rests on the fitted dose curve; in most records, active means well fitted curve in the direction sought with a large enough effect; inconclusive means small, poorly fitted or top-dose-only effect, or another doubt; inactive means no such curve, though single readings can be large; an effect the other way counts as inactive or inconclusive.

SMILES	Shiga toxin inh	Cycloheximide cs	Pf growth 48h	TbPYK inhibitor	Pf growth 96h	AmpC inh no detg	LmPK inhibitor
COc1ccc(N(CC(=O)NC2CCCCC2)C(=O)c2ccc(C)s2)cc1OC	-8	4	-24%	0%	-1%	44%	1%
CCN(CC)c1ccc([C@H]2[C@@H]3CCCC[C@]3(O)CCN2CC(=O)NCc2ccco2)cc1	-7	-3	10µM*	-27%	u	114%[activator]	1%
Cc1ccc(-c2nnc(C)c(N3CCOCC3)n2)cc1	-10	6	53%[activator]	2%	u	-1%	4%
Nc1nonc1OCCN1CCN(c2ccc([N+](=O)[O-])c3cccnc23)CC1	7	1	-16%	0%	-17%	-2%	1%
CCCNC(=O)NC(=O)CSc1nc2cc(C(=O)OC)ccc2c(=O)n1-c1ccccc1	-6	-1	x	-2%	24%	-20%	-9%
CSCCCN1CCC(n2nccc2NC(=O)CCCc2ccccc2)CC1	-9	6	u	4%	u	22%	1%
CNC(=O)COc1ccc(Nc2nnc(-c3ccc(C)c(S(N)(=O)=O)c3)c3ccccc23)cc1	-5	-1	u	16%	-9%	54%	2%
COC(=O)c1nn(-c2c(C)n(C)n(-c3ccccc3)c2=O)cc1O	-9	-2	x	0%	-17%	-9%	4%
Cc1ccc(C(=O)NC(=S)NCC(=O)c2ccccc2)cc1	35	17*	18%	2%	71%[activator]	-32%	0%
CCOC(=O)c1cccc(NC(=O)C2CCCO2)c1 (stereo not drawn)	-6	-3	7%	1%	u	-3%	-5%
O=[N+]([O-])c1ccc(O)c(P(=O)(c2ccccc2)c2ccccc2)c1	3	9	4%	-2%	u	-12%	1%
COc1ccc(NS(=O)(=O)c2ccc(NC(=S)NC(=O)/C=C/c3ccccc3)cc2)nn1	-13	3	-5%	1%	-34%	-38%	1%
CC(C)(CNC(=O)c1cccs1)N1CCOCC1	x	x	-20%	0%	u	-8%	x
CC(C)(C)NC(=O)C1CCN(c2ccc(S(=O)(=O)N3CCOCC3)cc2Cl)CC1	-21	0	-32%	-3%	-9%	-5%	6%
CSc1ccccc1NC(=O)c1noc(C)c1[N+](=O)[O-]	10	9	-5%	1%	-15%	-9%	10%
CC(C)OC(=O)c1cn(-c2ccccc2)nc1-c1ccc2c(c1)OCCO2	18	8	x	-13%	u	13%	-4%
O=C(c1ccc(Cl)s1)N1CCN(C23CC4CC(CC(C4)C2)C3)CC1	-3	-1	-5%	8%	11%	137%	-10%
Cc1cccc(NC(=O)CC2NCCNC2=O)c1 (stereo not drawn)	39	24*	x	0%	4%	-10%	3%
CC(C)(C)NC(=O)C(=O)NCCC1=CCCCC1	24	10	18%	1%	3%	-20%	-3%
Cc1ccc(S(=O)(=O)N2CCN(C(=O)CN3CCN(C)CC3)C2)cc1	27	-4	1%	-2%	u	-25%	5%
CC[N+](C)(CC)CCCCOc1ccc2c(c1)C(=O)c1cc(OCCCC[N+](C)(CC)CC)ccc1-2	10	-1	u	u	u	17%	-1%
O=C(N/N=C/c1cccc(OCc2ccccc2)c1)c1ccc(Br)o1	47*	47*	9.3µM*	4%	u	-44%	2%
CC(=O)Nc1ccccc1C(=O)C(=O)NCCc1ccccc1	52	4	63%[activator]	-14%	u	-7%	10%
CC(C)(C)NS(=O)(=O)c1ccc(NS(=O)(=O)Cc2ccccc2)cc1	-21	1	-10%	2%	x	-17%	4%
Cc1cc(NC(=O)NC(=O)c2cccc(OC(F)(F)C(F)F)c2)n[nH]1	69*	27*	104%[activator]	1%	u	-11%	1%
Cc1ccc(-c2noc(-c3cc(C(C)(C)C)nn3Cc3ccccc3)n2)cc1	21	-2	0%	9%	0%	-1%	2%
CCOC(=O)c1ccc(NC(=S)NNC(=O)c2cc(-c3cccnc3)nc3ccccc23)cc1	22	9	4.1µM*	-11%	66%[activator]	-11%	-2%
Cc1nnc(SCC(=O)N2CCCc3ccccc32)[nH]c1=O	14	23*	x	0%	-24%	-20%	5%
CCN1C(=O)/C(=C\c2ccc3c(c2)OCO3)C(C(=O)OC)=C1C	-15	-2	3%	0%	1.9µM*	0%	-2%
N#Cc1ccc(CSc2nnc(-c3ccncc3)n2CCc2ccccc2)cc1	-11	-2	-21%	4%	75%[activator]	13%	2%
CCC(=O)Nc1sc(C(=O)Nc2ccccc2OC)c(C)c1C(=O)OC	1	-5	-13%	3%	-7%	-9%	-2%
Cc1cccc(C)c1N1C(=O)CCC(C)(C)C1=O	-6	-1	-8%	-3%	3%	-6%	3%
COc1ccc(CCn2c(N)cc(=O)[nH]c2=S)cc1OC	-14	-2	u	-3%	-19%	-18%	0%
Cc1onc(-c2ccccc2)c1C(=O)N1CCCC(C(F)(F)F)C1 (stereo not drawn)	-17	-1	0%	-5%	-3%	19%	-5%
CC(Sc1nc2ccccc2c(=O)n1CC1CCCO1)C(=O)N(C)c1ccccc1 (stereo not drawn)	x	x	u	-3%	u	100%[activator]	x
COc1ccc(CCNC(=O)c2coc(=O)c(Br)c2)cc1	71*	26*	5%	10%	0%	-22%	1%
O=C(Cc1c(Cl)cccc1Cl)OCC(=O)N1CCc2ccccc2C1	-3	-1	5%	-14%	u	-24%	6%
C#CCOCCOCCOCCNc1nc(N2CCN(C(=O)CCCCCCCCCCNC(=O)[C@H]([C@@H](C)CC)n3cc(CCCCN=C(N)N)nn3)CC2)nc(N2CCN(C(=O)CCCCCCCCCCNC(=O)[C@H]([C@@H](C)CC)n3cc(CCCCN=C(N)N)nn3)CC2)n1	x	x	3.7µM*	x	4.1µM*	227%[activator]	x
Cc1cccc(C)c1NC(=S)N(CCCN1CCOCC1)Cc1cccnc1	-5	-3	-9%	6%	-92%	-12%	13%
C/C(=N/NS(=O)(=O)c1cc(C)ccc1C)c1c[nH]c2ccccc12	3	-3	1%	-17%	u	-18%	2%
CC(C)C(=O)Nc1ccc(NC(=O)c2ccc([N+](=O)[O-])cc2Cl)cc1	-2	-1	14%	-7%	0%	-7%	4%
Cn1nccc1NC(=O)CC(CC(=O)O)c1ccccc1 (stereo not drawn)	10	-2	u	7%	16%	-15%	2%
CN(C(=O)Cn1nc(C(=O)O)c2ccccc2c1=O)c1ccccc1	-2	-4	2%	-19%	8%	-10%	1%
O=C(COc1ccccc1F)NNC(=O)c1ccc2c(=O)n3c(nc2c1)CCC3	x	x	2%	0%	-18%	-15%	x
O=C1/C(=C/c2cccs2)SC(=S)N1N1CCOCC1	-2	5	103%	2%	101%[activator]	-12%	8%
CCOC(=O)N1CCN(S(=O)(=O)c2ccc(C(=O)Nc3nc4ccccc4s3)cc2)CC1	11	-2	u	8%	35%[activator]	3%	3%
C=CCN(C(=O)Cc1cccs1)c1nc(-c2ccc(S(C)(=O)=O)cc2)cs1	73*	21*	10%	-10%	-30%	-27%	-2%
Fc1cccc(CN2CCCCCCC2)c1	18	-1	10%	20%	-3%	-3%	-10%
CC(=O)c1cnc2c(-c3ccccc3)c(C(F)(F)F)nn2c1C	-14	-3	u	-5%	25%	10%	-1%
COC(=O)[C@H](C)NC(=O)Nc1ccc(OC)c(OC)c1	-2	-2	25%	0%	22%	-3%	1%
COC(=O)C1=CN(Cc2ccc(OC)c(OC)c2)C=C(C(=O)OC)C1c1ccc(O)cc1	-7	-2	u	-4%	52%[activator]	62%[activator]	-5%
CC(Sc1nnc(C2CC2)n1C1CC1)C(=O)Nc1ccc(C(N)=O)cc1 (stereo not drawn)	x	x	6%	-2%	u	-13%	x
CC(C)NC(=O)C1(S(=O)(=O)c2ccccc2)CC=CC1	-9	-2	54%[activator]	u	-14%	1%	-3%
Cc1nc2c(C(=O)N3CCN(c4ccccn4)CC3)cnn2c(C)c1Cc1cccc(Cl)c1	37	-4	9%	-1%	25%	135%[activator]	-1%
COCC(=O)N1CCCC(CNS(=O)(=O)c2ccc(OC)cc2)C1 (stereo not drawn)	-5	3	0%	-17%	10µM*	-2%	5%
O=C(COC(=O)c1cc(Cl)ccc1O)c1ccc2c(c1)OCO2	x	x	26%	-5%	5%	-15%	x
CC(C)n1cc(CN2CCCC(C(=O)Nc3ccccc3Oc3cccnc3)C2)cn1 (stereo not drawn)	-7	0	-4%	-9%	0%	-9%	1%
CC(=O)NC1=NN(C(C)=O)C(C)(CS(=O)(=O)c2ccc(C)c(C)c2)S1 (stereo not drawn)	-23	-6	-8%	3%	x	-5%	2%
Cc1c(Cl)cccc1NC(=O)C1=COCCO1	x	x	53%[activator]	1%	27%	5%	x
CC(C)C(=O)Nc1nc2c(c(=O)[nH]1)CCCC2	-12	5	u	-3%	1%	1%	-1%

The list goes on; it opens with the four that closed the last part.
SMILES	Shiga toxin inh	Cycloheximide cs	Pf growth 48h	TbPYK inhibitor	Pf growth 96h	AmpC inh no detg	LmPK inhibitor
CC(C)n1cc(CN2CCCC(C(=O)Nc3ccccc3Oc3cccnc3)C2)cn1 (stereo not drawn)	-7	0	-4%	-9%	0%	-9%	1%
CC(=O)NC1=NN(C(C)=O)C(C)(CS(=O)(=O)c2ccc(C)c(C)c2)S1 (stereo not drawn)	-23	-6	-8%	3%	x	-5%	2%
Cc1c(Cl)cccc1NC(=O)C1=COCCO1	x	x	53%[activator]	1%	27%	5%	x
CC(C)C(=O)Nc1nc2c(c(=O)[nH]1)CCCC2	-12	5	u	-3%	1%	1%	-1%
NC(=O)c1ccsc1NC(=O)COC(=O)C1CC2CCCC(C1)C2=O (stereo not drawn)	5	14*	0%	0%	11%	-20%	1%
COc1ccc(CCNCc2ccc(F)cc2)cc1OC	-8	-4	9%	-1%	x	-15%	-2%
Cc1c(C(=O)N2CCN(c3ccccn3)CC2)oc2ccccc12	67*	20*	8.3µM*	-5%	x	3%	14%
COc1ccc(C(C(=O)NCc2ccc(F)cc2)N(C(=O)c2csnn2)C2CC2)cc1 (stereo not drawn)	-5	1	-18%	-5%	-10%	-5%	11%
COC(=O)CSc1ccc2nnc(-c3ccc(F)cc3)n2n1	-9	-1	20%	-21%	-11%	1%	2%
COc1ccc(CCN(C)C(=O)/C=C/c2c(Cl)nc3ccccn23)cc1OC	-5	14	12µM*	-2%	u	-14%	-2%
CCC(CCCO)CCC[C@H](C)CCC1OCCO1 (stereo partly drawn)	x	x	22%	-5%	-12%	104%[activator]	x
COc1ccc(CCNC(=O)c2nn(C)c3c2CS(=O)(=O)c2ccccc2-3)cc1OC	5	-5	-11%	-12%	72%[activator]	-14%	-3%
C=CCn1c(O)c(C(CC)=Nc2ccc(N(C)C)cc2)c(=O)[nH]c1=O	5	5	0.66µM*	-15%	1.7µM*	-28%	2%
Cc1c(Cl)cccc1NC(=O)C1CCCCC1	14	-1	7%	x	52%[activator]	-12%	7%
COC(=O)Cc1c(C)c2ccc(OC3CCCCC3=O)cc2oc1=O (stereo not drawn)	30*	39*	54%[activator]	-10%	42%[activator]	-5%	4%
Cc1cccn2c(=O)nc(SCC(=O)NCc3ccccc3Cl)nc12	x	x	0%	1%	-16%	u	x
